Assay outcomes from PubChem.
GLP1R inv ag = acts as inverse agonist at human GLP-1 receptor. HEK293 GLP-1R CRE-luciferase, luminescence, 24 h; GLP-1R form is constitutively active. P43220. Potency, µM (highest dose often 38.3 µM), inactives show at the top dose activity change, negative = inhibition, hits mostly inhibitors. AID 624417. 410,000 compounds, 1.6% hits; also: potency is read from the fitted curve at half-maximal effect; % is scaled to controls: 0 for no effect and ±100 for the full control effect; nearly all actives have a fitted effect of over 55% in size
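HEK293 cells stably co-expressing constitutively active GLP-1R and a cAMP-responsive luciferase reporter were seeded in DMEM with 10% Nu serum, given compounds after 12 h, and incubated 24 h at 37 deg C. Luminescence was then read.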
DRD3 antagonist = blocks the human D3 dopamine receptor | P35462 | D3R cells, DiscoveRx beta-arrestin luminescence, antagonist mode; hits give low values | 360,000 compounds, 2.5% hits | max response, negative = inhibition, %; in the data active = max response below about -50%; inconclusive = no clear call, values can overlap the other calls; also: % is scaled to controls: 0 for no effect and ±100 for the full control effect; mostly tested at two doses, the higher about 12 µM
Target sequence (P35462 whole entry, looked up): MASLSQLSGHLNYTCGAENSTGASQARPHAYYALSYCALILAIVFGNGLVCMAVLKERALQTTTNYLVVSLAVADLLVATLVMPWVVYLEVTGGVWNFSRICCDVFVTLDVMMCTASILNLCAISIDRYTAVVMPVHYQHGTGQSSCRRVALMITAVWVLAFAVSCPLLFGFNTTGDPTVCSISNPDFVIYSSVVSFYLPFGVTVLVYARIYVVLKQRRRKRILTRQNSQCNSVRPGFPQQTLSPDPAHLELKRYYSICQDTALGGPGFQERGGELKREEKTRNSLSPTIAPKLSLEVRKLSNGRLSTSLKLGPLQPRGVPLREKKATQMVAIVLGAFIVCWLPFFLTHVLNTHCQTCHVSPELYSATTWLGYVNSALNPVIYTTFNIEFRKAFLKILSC
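Cells plated overnight at 1500 cells/well, then exposed to library compounds with dopamine controls for 90 minutes at 37 degrees C. DiscoveRx reagent added for 30–60 minutes at room temperature; luminescence read, quantitative HTS format.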
PI5P4K alpha inh = inhibitors of human PI5P4K alpha | P48426 | PI5P4Kalpha enzyme, ADP-Glo luminescence, 60 min; hits give low values | max response, % | 330,000 compounds, 1.2% hits | AID 652105; active = max response of -50% or lower; inconclusive = between -30% and -50%; inactive = -30% or higher; also: value at the top dose of about 77 µM; % is scaled to controls: 0 for no effect and ±100 for the full control effect
Target sequence (P48426 whole entry, looked up): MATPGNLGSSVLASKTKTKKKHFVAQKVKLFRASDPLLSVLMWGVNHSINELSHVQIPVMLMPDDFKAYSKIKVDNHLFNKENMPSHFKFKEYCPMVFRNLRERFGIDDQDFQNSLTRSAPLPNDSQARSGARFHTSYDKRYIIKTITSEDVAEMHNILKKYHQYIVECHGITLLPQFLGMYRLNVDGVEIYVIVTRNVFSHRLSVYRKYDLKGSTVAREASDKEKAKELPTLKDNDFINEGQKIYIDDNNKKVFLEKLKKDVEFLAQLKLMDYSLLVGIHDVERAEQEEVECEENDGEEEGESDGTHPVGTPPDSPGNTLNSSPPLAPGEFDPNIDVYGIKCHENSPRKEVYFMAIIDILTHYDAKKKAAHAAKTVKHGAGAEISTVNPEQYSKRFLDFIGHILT
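Enzyme plus substrate dispensed, test compounds pinned in, then ATP (5 microM final) added. After 60 min at RT, ADP-Glo reagent 1 for 45 min and reagent 2 for 30 min preceded luminescence imaging.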
PLK1 PBD inh = inhibitors of human PLK1 polo-box domain binding. P53350. Plk1 PBD binding of FITC phosphopeptide, fluorescence polarization. Potency, µM, for the others: max response, negative = inhibition, hits mostly inhibitors. 360,000 compounds, 2.8% hits. AID 720504; also: potency is read from the fitted curve at half-maximal effect; series mostly up to about 57 µM; % is scaled to controls: 0 for no effect and ±100 for the full control effect; nearly all actives have a fitted effect of over 65% in size
IL2 activator = activators of IL-2. IL-2 activation reporter assay, cell-based qHTS; stimulated with anti-CD3/CD4/CD28 beads; in transgenic mouse T cells. activation, % (series mostly up to about 46 µM). 360,000 compounds, 0.065% hits. AID 652025; in the data active = activation above about 50%; inconclusive = mostly about 30% to 49%; also: 0% is about no effect
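Quantitative HTS in unstimulated transgenic mouse T cells, with memory T cells as non-tolerant control and PMA/ionomycin as tolerance-bypass control. Compound pretreatment lasted 60 minutes before 18 h bead stimulation; EGFP/DsRed fluorescence read.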
WRN inhibitor = WRN helicase (human) inhibition; Potency, µM (top dose mostly 114 µM), for the others: at the highest dose activity change, negative = inhibition, most hits filed as inhibitors; WRN helicase unwinding, fluorescent forked duplex, kinetic; 360,000 compounds, 0.46% hits; also: potency is read from the fitted curve at half-maximal effect; % is scaled to controls: 0 for no effect and ±100 for the full control effect; nearly all actives have a fitted effect of over 55% in size
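WRN at 20 nM final preincubated with compound 15 min at room temperature; reaction started with 100 nM fluorophore/quencher forked duplex oligonucleotide and 2 mM ATP final. Unwinding followed kinetically by red fluorescence (ex 525, em 598 nm).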
D3 ag = D3 dopamine receptor (human) agonism; D3R DiscoveRx beta-arrestin cells, luminescence, 90 min; max activation, %; 410,000 compounds, 0.58% hits; AID 652048; in the data active = max activation above about 30%; also: 0% is about no effect; mostly tested at two doses, the higher about 12 µM
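Agonist-mode cell screen: cells plated at 1500/well and incubated overnight at 37 °C, then exposed to library compounds for 90 min at 37 °C. Detection reagent was added for 30–60 min at room temperature, and luminescence was read.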
HEK293 tox = cytotoxic in the GLP-1 receptor inverse agonist counter-screen | HEK293 cAMP-luciferase reporter cells, luminescence, 24 h | Potency, µM (doses to about 38.3 µM), for the others: top-dose activity change, negative = inhibition, most hits filed as inhibitors | 410,000 compounds, 0.13% hits;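 also: loss of luciferase light is scored as toxicity; potency is read from the fitted curve at half-maximal effect; % is scaled to controls: 0 for no effect and ±100 for the full control effect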
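Seeding density was 200 cells/uL; after overnight-length (12 h) culture, 23 nL compounds went on for 24 h at 37 °C. Readout used a luciferase detection reagent, luminescence taken after 12 min at room temperature.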
GLP-1R agonist = activates the human GLP-1 receptor; 380,000 compounds, 0.007% hits; HEK293 GLP-1R CRE-luciferase, luminescence, 4-6 h; cells express a hypersensitive GLP-1R form; AID 624172; Potency, µM (top dose mostly 45.6 µM), for the others: top-dose activation, hits mostly activators; also: potency is read from the fitted curve at half-maximal effect; % of control where 0% means no effect
* = called active by the depositor; ? = inconclusive; . = no result given; [ ] = remark or other dose. Unless noted, calls follow the shape of the dose curve; as a rule, active = well fitted curve in the direction sought with a large enough effect; inconclusive = small, poorly fitted or top-dose-only effect, or another doubt; inactive = no such curve, though single readings can be large; an effect the other way counts as inactive or inconclusive.

Values in the order: GLP-1R agonist	D3 ag	PI5P4K alpha inh	DRD3 antagonist	PLK1 PBD inh	GLP1R inv ag	HEK293 tox	WRN inhibitor	IL2 activator
#1 Cc1ccc(C2(C)NC(=O)N(CC(=O)NC(=O)NC(C)(C)C)C2=O)cc1 (configuration not stated)
→ 2%	33*	-3	10	-22%	5%	-13%	4%	0.5
#2 O=C(NCCN1CCOCC1)c1ccccc1OCc1ccccc1
→ 6%	-15	-6	7	3%	-14%	16%	-12%	0.6
#3 COc1ccc(CN(C)CCCn2ccc(NC(=O)OCc3ccccc3)nc2=O)cc1OC
→ -8%	3	3	-1	3%	11%	2%	4%	-2.5
#4 COc1cc2[nH]c(=O)n(Cc3ccc(C(=O)NC4CCN(Cc5ccccc5)CC4)cc3)c(=O)c2cc1OC
→ -2%	-21	4	-80*	-12%	11%	14%	-2%	1.0
#5 COC(=O)CC1C(=O)NCCN1C(=S)NC(=O)c1sc2ccccc2c1Cl (configuration not stated)
→ -3%	-3	-28	12	19µM*	18%	-21%	-9%	-1.1
#6 O=C1CCC(=O)N1c1ccc(S(=O)(=O)Nc2cccc([N+](=O)[O-])c2)cc1
→ -3%	1	2	-13	0%	30%[activator]	0%	7%	-2.5
#7 CCOC(=O)[C@@H]1[C@H]2COc3ccc(Br)cc3[C@H]2N2C(=O)N(c3ccc(C)cc3)C(=O)[C@]12C
→ -4%	17	9	4	-25%	?	0%	-3%	0.4
#8 Cc1ccc(O)c(/C=N/NC(=O)COc2ccc3c(C)cc(=O)oc3c2)c1
→ 1%	-19	1	-3	3%	13%	-11%	-14%[11.6 µM]	-1.6
#9 CCCCC(CC)C(=O)Nc1cc(C(=O)NCCC)ccc1N1CCC2(CC1)CC(c1cccc(Br)c1)=NO2 (configuration not stated)
→ -2%	-9	7	-19	4%	15%	-2%	-4%	0.4
#10 O=C(NCc1ccc2c(c1)OCO2)c1cnc2ccccn2c1=O
→ 10%	11	.	10	-2%	40%[activator]	5%	5%	0.2
#11 COc1ccc(/C=C/C(=O)c2ccccc2)cc1Cn1nnc2ccccc21
→ -43%[inhibitor]	-3	0	5	-9%	?	?	7%	-0.7
#12 Cc1ccc(-c2cc(C(=O)Nc3cc(C)ccc3O)no2)cc1
→ 17%	-12	-6	-12	4%	2%	2%	8%	-4.2
#13 CC(=O)N1CCN(c2ccc(NC(=O)c3cc(Cl)ccc3Cl)cc2)CC1
→ -2%	9	-2	3	2%	-20%	-11%	-2%	1.7
#14 COc1nc(N/N=C/c2ccccc2F)nc(N2CCCCC2)n1
→ 3%	5	.	18	-1%	7%	3%	-6%	0.4
#15 COc1cc(C2c3cc4c(cc3OC(Nc3ccc(C(=O)O)cc3)C2C)OCO4)cc(OC)c1OC (configuration not stated)
→ -1%	33*	0	112	-5%	?	?	-8%	-0.7
#16 CCC1Sc2ccc(S(=O)(=O)CCC(=O)NC3CCCCCC3)cc2NC1=O (configuration not stated)
→ 5%	3	-1	-1	-19%	-14%	-5%	7%	-0.3
#17 CCCCC(=O)Nc1ccc(C(=O)NCC(=O)OC)cc1
→ -11%	4	.	8	-11%	5%	1%	3%	7.2
#18 CCOc1ccc(C(=O)NCC(c2cccs2)N2CCOCC2)cc1 (configuration not stated)
→ 6%	-1	3	2	-3%	-9%	3%	0%	-0.7
#19 COc1ccc(OCC(=O)N/N=C(\C)c2cc3ccccc3o2)cc1
→ 24%	2	-5	-8	-8%	23%	-1%	-5%	-1.1
#20 O=C(NCCCN1CCCC1=O)c1cccs1
→ -1%	5	-6	0	-14%	24%	5%	5%	0.0
#21 COc1ccc2c(c1)c1c(c(=O)n(-c3cccc(Cl)c3)c(=O)n1C)n2C
→ -2%	-7	.	.	.	1%	-4%	.	.
#22 O=C(Nc1ccc([N+](=O)[O-])cc1)N1CCN(C(=O)C2CCCO2)CC1 (configuration not stated)
→ 3%	8	0	2	-6%	16%	-4%	?	-2.5
#23 CSc1ccccc1NC(=O)c1ccc(Cl)s1
→ 0%	-1	.	-7	?	-23%	-7%	1%	-1.4
#24 Cn1cc(-c2ccccc2)cc(C#N)c1=O
→ 5%	14	-4	13	5%	-13%	6%	0%	0.4
#25 Cc1ccc(NC2CCCN(C(=O)c3cn4cccc(C)c4n3)C2)cc1C (configuration not stated)
→ 19%	-2	2	4	7%	8%	-10%	-1%	-1.9
#26 CCN(CC)c1ccc(/C=N/NC(=O)c2c(Cl)c(C)nn2C)cc1
→ 8%	-6	1	-15	2%	-28%	-8%	-2%	-2.0
#27 Cc1cnc(CNC(=O)c2csc([C@@H]3C[C@H](O)[C@@H](CO)O3)n2)cn1
→ 7%	8	-5	24	-2%	-17%	6%	3%	-0.2
#28 O=C(Cn1nnc(-c2ccccc2)n1)OCc1csc(-c2ccccc2)n1
→ -11%	3	7	7	-30%	2%	-15%	-3%	0.2
#29 COC(=O)[C@@]1(Sc2ccc(C)cc2)CC(=O)N(C(=O)/C=C/c2ccccc2)[C@@H]1c1ccccc1
→ -2%	0	4	0	1%	?	-2%	-6%	-0.9
#30 CC1(C)CC(=O)C2=C(C1)OC(N)=C(C#N)C21CCC2(CC1)OCCO2
→ 1%	7	.	5	-10%	-11%	6%	0%[57.1 µM]	-2.3
#31 CCOC(=O)c1c(N)sc(=S)c2c1CCC2
→ 7%	-4	?	-6	?	48%[activator]	-11%	-28%	-0.5
#32 COc1ccc(CCN2C(=O)CC(Sc3ncccc3C(=O)O)C2=O)cc1OC (configuration not stated)
→ -8%	-6	-28	-10	-10%	0%	-11%	10%	-1.9
#33 OC(c1ccccc1)c1nc(-c2ccccc2)cs1 (configuration not stated)
→ ?	4	1	8	-4%	-24%	-4%	7%[57.1 µM]	0.1
#34 Cc1ccc(-n2nc(N)c3c(=O)oc(N(C)C)nc32)cc1
→ -2%	2	1	2	1%	6%	-6%	-6%	-2.0
#35 C[C@@H]1CN([C@H](C)CO)C(=O)CCCn2nncc2CO[C@H]1CN(C)S(=O)(=O)c1ccccc1F
→ -5%	-3	0	0	-17%	10%	1%	0%	-1.9
#36 O=C1N/C(=N/Nc2ccccc2)S/C1=C\c1ccccc1
→ 1%	3	?	-5	21µM*	?	15%	-19%	-2.9
#37 CC(=O)NS(=O)(=O)c1ccc2sc(C)nc2c1
→ -9%	4	-2	16	-13%	17%	3%	1%	-1.2
#38 Cc1c(N2C(=O)CSC2c2ccccc2)c(=O)n(-c2ccccc2)n1C (configuration not stated)
→ -1%	16	3	17	-11%	2%	1%	9%	0.3
#39 CCOC(=O)N1CCN(C(=S)NC)CC1
→ -1%	2	-3	2	-9%	16%	-1%	4%	-0.7
#40 CCn1c(SCC(=O)N2CCN(c3ccccc3)CC2)nc2c(c1=O)SC(C)C2 (configuration not stated)
→ -4%	1	0	15	-6%	0%	-22%	-1%	-2.3
#41 COc1ccc(C(=O)COc2nc(C)cc(C)c2C#N)cc1
→ 1%	-4	.	16	-3%	-3%	-15%	-1%	-0.3
#42 Cc1cccc2c1-c1sc(C(=O)N3CCc4ccccc4C3)cc1CO2
→ 14%	2	1	-16	-11%	?	15%	-11%	-2.7
#43 O=C(CCNS(=O)(=O)c1cccs1)N1CCN(c2ccc(F)cc2)CC1
→ 0%	11	-2	-2	-9%	15%	10%	0%	-4.0
#44 c1ccc(CCNCC2COc3ccccc3O2)cc1 (configuration not stated)
→ 2%	-3	2	-85*	1%	?	13%	-4%	-1.6
#45 CC1=NN(c2nc(N)nc(/C(C#N)=C/c3ccc([N+](=O)[O-])o3)n2)C(C)(C)C1
→ 8%	-7	?	-61*	-22%	9%	38%	?	7.2
#46 CCN1CCN(CCCNC(=O)c2ccc3c(=O)n(CCc4ccccc4)c(=O)[nH]c3c2)CC1
→ 1%	-8	-9	-19	0%	-14%	3%	2%	1.3
#47 O=C(Nc1nc2ccccc2[nH]1)c1cccc(S(=O)(=O)N2CCOCC2)c1
→ 14%	-4	2	-14	1%	-6%	-10%	-19%	0.3
#48 CC(=O)c1cc(C#N)c(Oc2cc(C)cc(C)c2)nc1C
→ -5%	2	-25	7	12µM*	?	-4%	-1%	-0.1
#49 COc1ccccc1-c1nc(SCC(=O)N(C)c2ccccc2)c2c(=O)n(C)c(=O)n(C)c2n1
→ 1%	1	-4	-1	-6%	-12%	1%	-1%	-3.6
#50 COc1cccc(C2CC(c3ccccc3)Nc3nc(N)nn32)c1 (configuration not stated)
→ 3%	-4	3	?	-9%	-2%	-13%	-1%	-2.3
#51 CC(C)NC(=O)Nc1ccc2c(c1)C(=O)N([C@H](C)CO)C[C@@H](C)[C@@H](CN(C)C(=O)NC1CCCCC1)O2
→ 0%	6	-10	20	-15%	10%	6%	4%	-0.1
#52 CCOC(=O)C(C#N)=CN1CCN(C(=O)CCCl)c2ccccc21
→ 2%	0	-13	16	-3%	5%	-10%	2%	-0.8
#53 O=C(COC(=O)CCC1CCCC1)Nc1ccccc1OC(F)F
→ 0%	-3	2	-13	-6%	8%	4%	?	0.2
#54 Cc1ccc(C(=O)NCCCNC(=O)c2ccc(Cl)cc2)cn1
→ 3%	-13	-17	-11	-11%	-2%	12%	-32%	0.7
#55 COc1ccccc1OCC(=O)Nc1nc2c(s1)CCCC2
→ 6%	-1	3	1	-3%	?	6%	-6%	0.9
#56 COc1ccccc1NC(=O)C[n+]1ccccc1C
→ -16%	-10	-5	14	-6%	11%	-2%	9%	0.2
#57 CCOC(=O)C1CCN(c2c(NCCN3CCCCC3C)c(=O)c2=O)CC1 (configuration not stated)
→ -1%	2	0	-12	4%	-15%	1%	-4%	1.5

Of the compounds above, these contain a furan ring, fused or not:
Values in the order: GLP-1R agonist	D3 ag	PI5P4K alpha inh	DRD3 antagonist	PLK1 PBD inh	GLP1R inv ag	HEK293 tox	WRN inhibitor	IL2 activator
#19 COc1ccc(OCC(=O)N/N=C(\C)c2cc3ccccc3o2)cc1
→ 24%	2	-5	-8	-8%	23%	-1%	-5%	-1.1
#45 CC1=NN(c2nc(N)nc(/C(C#N)=C/c3ccc([N+](=O)[O-])o3)n2)C(C)(C)C1
→ 8%	-7	?	-61*	-22%	9%	38%	?	7.2

Hits appear at their usual frequency. Share with any hit: about 7.8%.
